RBX1-CUL1 inh = inhibitors of human ROC1-CUL1 ubiquitin ligase activity | in vitro K48 di-Ub FRET, acceptor:donor ratio, 45 min | inhibition, % at 10 µM | hit rate 0.6% among 140,000 | AID 1347404; in the data active means inhibition above about 25%
Target sequence (P62877 whole entry, looked up): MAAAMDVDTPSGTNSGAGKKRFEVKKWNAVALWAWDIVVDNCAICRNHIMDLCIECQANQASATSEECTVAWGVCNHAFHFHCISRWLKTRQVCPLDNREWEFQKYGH
Target sequence (Q13616 whole entry, looked up): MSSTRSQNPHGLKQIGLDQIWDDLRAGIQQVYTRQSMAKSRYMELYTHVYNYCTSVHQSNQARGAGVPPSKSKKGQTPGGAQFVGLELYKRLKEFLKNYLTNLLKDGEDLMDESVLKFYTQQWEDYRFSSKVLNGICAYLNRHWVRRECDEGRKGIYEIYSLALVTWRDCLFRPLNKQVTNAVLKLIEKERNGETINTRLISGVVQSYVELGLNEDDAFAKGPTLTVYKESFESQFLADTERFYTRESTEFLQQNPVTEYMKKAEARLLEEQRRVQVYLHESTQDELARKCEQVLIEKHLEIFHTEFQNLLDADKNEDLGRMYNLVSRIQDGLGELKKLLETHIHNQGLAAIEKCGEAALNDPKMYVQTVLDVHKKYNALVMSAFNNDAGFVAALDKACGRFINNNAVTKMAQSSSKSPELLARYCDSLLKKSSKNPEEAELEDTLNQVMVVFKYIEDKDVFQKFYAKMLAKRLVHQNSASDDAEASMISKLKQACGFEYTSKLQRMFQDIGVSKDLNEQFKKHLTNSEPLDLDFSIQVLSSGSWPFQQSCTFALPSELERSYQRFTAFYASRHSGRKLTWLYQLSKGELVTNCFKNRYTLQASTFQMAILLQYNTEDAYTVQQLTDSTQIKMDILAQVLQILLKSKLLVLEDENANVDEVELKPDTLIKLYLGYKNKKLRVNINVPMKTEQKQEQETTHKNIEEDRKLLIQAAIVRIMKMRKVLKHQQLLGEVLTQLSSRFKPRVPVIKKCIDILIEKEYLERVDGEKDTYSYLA
* marks the source's active call; other numbers are inactive results. Not all compounds are listed; the hit share may differ from the screen's.

SMILES | RBX1-CUL1 inh
CCOc1ccc(C(=O)N2CCC(c3nnc(-c4ccccc4OC)o3)CC2)cc1 | -6
CCC(=O)c1c(OC)cc(OC)c(OC)c1O | -1
CC(=O)c1ccc(C2=CCC(=NC(=O)c3ccccc3)C(=O)O2)cc1 | 3
O=C(O)CSC1C(=O)Nc2ccccc2C1=O (stereo unspecified) | -4
CCOC(=O)c1noc2nc(C)n(Cc3ccc([N+](=O)[O-])cc3)c(=O)c12 | -8
C=CCN(CC=C)Cc1c(C(=O)N2CCCCC2)nc2c(C)cccn12 | 5
C=CCc1cccc(/C=N\NC(=O)CSc2nc3ccccc3n2Cc2ccc(Cl)cc2)c1O | 4
Cc1ccc(O)c(NC(=O)c2cc3n(n2)C(C(F)(F)F)CC(c2ccc(F)cc2)N3)c1 (stereo unspecified) | -2
Cc1ccc([N+](=O)[O-])cc1NCc1n[nH]c(=S)n1-c1ccccc1 | 9
O=C(NCc1ccccc1F)C1CCCN(C(=O)N2CCOc3ccccc32)C1 (stereo unspecified) | 8
COc1ccc(NC(=O)C2CCC(CNS(=O)(=O)c3cccs3)CC2)cc1OC (stereo unspecified) | -4
COc1ccc(C(=O)N2CCN(c3ccccc3C)CC2)cc1 | 6
CCCn1c(O)c(N=NC(=O)c2ccco2)c2ccccc21 | 0
Cc1ccc(C)c(C(=O)CSc2nc3cc(C(=O)NC4CCCC4)ccc3c(=O)n2CC2CCCO2)c1 (stereo unspecified) | 0
Cc1cc(C)c2c(c1)C(=O)CC(C)O2 (stereo unspecified) | 5
Cc1ccc(NC(=O)C2CC(Cl)=CCC2C(=O)O)c(Br)c1 (stereo unspecified) | -1
COCCCN1C(=O)S/C(=C/c2sccc2C)C1=O | -1
CC1Cn2c(nnc2-c2ccc(Cl)cc2)S1 (stereo unspecified) | -3
O=C(NC1CCCC1)N1CCN(C(=O)c2ccco2)CC1 | -1
CCCCNC(=O)c1ccc2c(c1)NC(=O)C(CS(=O)(=O)Cc1ccc(F)cc1Cl)N2 (stereo unspecified) | 2
O=C(O)c1cc(=O)[nH]c2c(Cl)cccc12 | 13
Cc1ccsc1-c1nc(CN2CCSCC2)c(C)o1 | 6
CC12CCC(C(=O)Nc3ccccc3)(CC1=O)C2(C)C (stereo unspecified) | 7
COc1ccc(Cn2c(=O)[nH]c3cc(C(=O)N4CCN(c5cc(Cl)ccc5C)CC4)ccc3c2=O)cc1 | -4
Cc1cccc(OCC(=O)Nc2ccc3nc(Nc4cccc(C(F)(F)F)c4)cc(C)c3c2)c1 | -14
COc1ccc(C)cc1N1CC(C(=O)N2CCCC2)CC1=O (stereo unspecified) | -11
Fc1cccc(Cl)c1CNC1CCCC1 | 6
COc1ccccc1CNC(=O)C(NS(=O)(=O)c1ccc2c(c1)CCN2C(C)=O)C(C)C (stereo unspecified) | 5
CS(=O)(=O)NC1CCN(C(=O)c2ccc(C3CCCN3)s2)CC1 (stereo unspecified) | 0
O=C(Nc1ccc(F)cc1)N1CCN(c2ccccc2)CC1 | 0
CCCN1CNC(=S)N(c2ccc(F)c(Cl)c2)C1 | 5
COc1ccc(S(=O)(=O)Nc2ccc(I)cc2)cc1 | -2
CCOc1ccc(CN(CCc2ccc3c(c2)OCO3)Cc2cc(OC)c(OC)cc2OC)cc1 | -1
C=CCn1cc(C(=O)NC(=O)OCC)c(=O)[nH]c1=O | -1
O=C(c1ccc(Cl)cc1Cl)N1CCN(c2cccc(Cl)c2)CC1 | 1
CCOCCCNCc1ccccc1OCc1ccc(F)cc1 | -9
CC(C)N1CCN(Cc2cccc(OCCO)c2)CC1CCO (stereo unspecified) | 8
Cc1ccc2nc(-c3ccc(NC(=O)CN4CCN(c5ccccc5)CC4)cc3)sc2c1 | 0
CC(C)OCCCn1c(=O)c2ccccc2n2c(-c3ccccc3F)nnc12 | 2
Cc1nn(C)cc1-c1ccn(CC(=O)Nc2cnn(C)n2)n1 | 0

Reformatted: entries from further up.
Molecule	RBX1-CUL1 inh
CCCCNC(=O)c1ccc2c(c1)NC(=O)C(CS(=O)(=O)Cc1ccc(F)cc1Cl)N2 (stereo unspecified)	2
O=C(O)c1cc(=O)[nH]c2c(Cl)cccc12	13
Cc1ccsc1-c1nc(CN2CCSCC2)c(C)o1	6
CC12CCC(C(=O)Nc3ccccc3)(CC1=O)C2(C)C (stereo unspecified)	7
COc1ccc(Cn2c(=O)[nH]c3cc(C(=O)N4CCN(c5cc(Cl)ccc5C)CC4)ccc3c2=O)cc1	-4

(more compounds)
SMILES | RBX1-CUL1 inh
O=C(NC1CCCCC1)c1ccc(Cn2c(SCc3ccccc3F)nc3cccnc32)cc1 | 8
O=C(Nc1ccc2c(c1)OCO2)c1cc(-c2ccccc2)on1 | 4
CCCCC(CC)COc1cc(C#N)c(OCC(CC)CCCC)cc1C#N (stereo unspecified) | 11
COCc1cc(C)nc2sc3c(c12)NC(c1ccccc1C(=O)O)N(c1ccc(OC)cc1)C3=O (stereo unspecified) | 0
c1ccc(-c2nn3c(Cn4cnc5ccccc54)nnc3s2)cc1 | 1
Cc1nc(-c2ccccc2)c(CC(=O)O)s1 | 6
CC(C)(C)NS(=O)(=O)c1csc(C(=O)O)c1 | 3
Cc1ccc(C)c(OCCn2c(C3CC(=O)N(Cc4ccc(F)cc4)C3)nc3ccccc32)c1 (stereo unspecified) | -4
O=S(=O)(c1ccc(N2CCN(CCO)CC2)nc1)N1CCOCC1 | -3
CCOC(=O)c1ccc(NC(=O)CCn2c(=O)oc3ccccc32)cc1 | 1
O=C(NCCc1ccc(Cl)cc1)C1COc2ccccc2C1 (stereo unspecified) | 4
CC(C)c1cccc(C(C)C)c1NS(=O)(=O)c1cccs1 | 2
COc1ccc(C2(c3ccc(OC)cc3)C=Cc3c(ccc4cc(OC)ccc34)O2)cc1 | 1
OCCN1CCN(CC(O)COC2CCCCC2)CC1 (stereo unspecified) | 0
O=C(Oc1cccccc1=O)c1ccc(Cl)cc1 | -14
Cc1c2c(c(=O)n(-c3ccccc3)c1-c1ccccc1)C(=O)C(I)C(=O)O2 (stereo unspecified) | -4
Fc1cccc(-c2cnnc(NCCn3cccn3)n2)c1 | 2
Cc1noc(C)c1Sc1nc2ccccc2[nH]1 | -11
Cc1cc(C)cc(C(=O)Nc2c(C(=O)Nc3ccccc3F)oc3ccccc23)c1 | 2
S=c1n(CN2CCOCC2)nc(-c2ccncc2)n1Cc1ccccc1 | -3
Cc1cccc(NC(=O)C2CCN(S(=O)(=O)c3cccc4nsnc34)CC2)c1 | -16
CCSCCOC(=O)C1C(C)=NC2=C(C(=O)CC(C)(C)C2)C1c1cc(OC)c(OC)cc1OC (stereo unspecified) | 2
Cc1cc(C)cc(Nc2ncnc3sc4c(c23)CCCC4)c1 | -11
CCCCCCC(=O)NC(Nc1ccccc1Cl)C(Cl)(Cl)Cl (stereo unspecified) | 10
CC(NC1CCN(c2ccc(C(=O)N(C)C)cc2)CC1)c1ccc(Cl)cc1 (stereo unspecified) | 9
O=c1/c(=C/c2c[nH]c3ccccc23)sc2n1C(c1ccccc1)C1=C(N=2)c2ccccc2CC1 (stereo unspecified) | 1
CC(C)N(C)Cc1nnnn1CC(=O)N1CCc2[nH]c3ccc(Cl)cc3c2C1 | -7
CCOc1cc(C2Nc3ccccc3C(=O)N2c2ccc(F)cc2)c(Br)cc1OCC#N (stereo unspecified) | 0
CCN(CCO)CC1CCN(CCc2ccccc2C)CC1 | -4
Cc1ccc(Sc2c(C)nn(C(=O)c3ccc(Br)cc3)c2C)cc1 | 10
CN1CCN(CCC2c3ccccc3CCc3ccccc32)CC1 | 7
O=C(OCc1cc(=O)n2nc(-c3cccs3)sc2n1)c1cccc(Cl)c1 | -3
CSc1nc2sc3c(c2c2nnnn12)CCCC3 | 1
CCOC(=O)C1CCN(C(=O)CCS(=O)(=O)c2cc3c(cc2Cl)NC(=O)CO3)CC1 | -5
O=C(NCc1ccccc1Cl)c1ccc2oc(=O)n(Cc3ccccc3)c2c1 | -3
Brc1ccc(-c2csc3nnc4c5ccccc5nc-4n23)cc1 | 5
CC1=NNc2nc3c(c(=O)n(Cc4ccc(F)cc4)c(=O)n3C)n2C1C (stereo unspecified) | 0
O=C1/C(=C/c2ccco2)N=C(N2CCOCC2)N1c1cccc(Cl)c1 | 10
Cc1sc(N)c(C(=O)NCc2cccnc2)c1-c1ccccc1 | -2
CC(=O)c1ccc(NC(=S)NC(=O)C(C)C)cc1 | -4
Cc1ccccc1C1CC(=O)c2c(C)nc(N3CCCC3)nc2C1 (stereo unspecified) | -2
COc1ccc(-c2cc(C(=O)NCCc3ccccc3)c3ccccc3n2)cc1 | -4
O=C(c1ccccc1)c1cccc(-c2nc(-c3cc([N+](=O)[O-])ccc3O)[nH]c2-c2ccccc2)c1 | 0
COc1cccc2cc(-c3nc(-c4ccccc4F)no3)c(=O)oc12 | 2
Cc1cccc(-n2c(C)n[nH]c2=S)c1C | 7
Cc1cccn2cc(-c3cccc(NC(=O)c4c(F)cccc4F)c3)nc12 | -10
Cc1c(Cl)cccc1NC(=O)c1ccc(C(=O)Nc2cccc(Cl)c2C)cc1 | 10
CC(C)c1nn2c(=O)cc(COC(=O)c3ccc(NC(=O)CCc4ccccc4)cc3)nc2s1 | -7
CCOC(=O)c1ccc(NC(=O)CSc2nc3ncc(Br)c(C)c3[nH]2)cc1 | 0
Cc1ccc(Cn2c(C)c(C)n3c4c(=O)[nH]c(=O)n(C)c4nc23)cc1 | 0

Among those listed so far, these contain a thiophene ring, fused or not.
SMILES | RBX1-CUL1 inh
COc1ccc(NC(=O)C2CCC(CNS(=O)(=O)c3cccs3)CC2)cc1OC (stereo unspecified) | -4
COCCCN1C(=O)S/C(=C/c2sccc2C)C1=O | -1
Cc1ccsc1-c1nc(CN2CCSCC2)c(C)o1 | 6
CS(=O)(=O)NC1CCN(C(=O)c2ccc(C3CCCN3)s2)CC1 (stereo unspecified) | 0
COCc1cc(C)nc2sc3c(c12)NC(c1ccccc1C(=O)O)N(c1ccc(OC)cc1)C3=O (stereo unspecified) | 0
CC(C)(C)NS(=O)(=O)c1csc(C(=O)O)c1 | 3
CC(C)c1cccc(C(C)C)c1NS(=O)(=O)c1cccs1 | 2
Cc1cc(C)cc(Nc2ncnc3sc4c(c23)CCCC4)c1 | -11
O=C(OCc1cc(=O)n2nc(-c3cccs3)sc2n1)c1cccc(Cl)c1 | -3
CSc1nc2sc3c(c2c2nnnn12)CCCC3 | 1
Cc1sc(N)c(C(=O)NCc2cccnc2)c1-c1ccccc1 | -2

Other records
SMILES | RBX1-CUL1 inh
O=C(c1cccc(COc2cccc3ccccc23)c1)N1CCCCCC1 | -12
C#CCn1c(C2CC(=O)N(Cc3ccc(F)cc3)C2)nc2ccccc21 (stereo unspecified) | 3
Cc1cc(C)cc(NC(=O)Cn2c(=O)oc3cc(S(=O)(=O)N4CCCC4)ccc32)c1 | -3
CC(C)(C)NNC(=O)c1cccc(C(=O)NNC(C)(C)C)c1 | 0
Cc1cc(N2CCCC2=O)cc(C)c1S(=O)(=O)NCCOc1ccc(C(C)(C)C)cc1 | 5
CCn1c(=O)c2c(nc3n(-c4cccc(Cl)c4C)c(C)cn23)n(C)c1=O | -4
Cc1ccccc1-c1nn2c(C(F)(F)F)nnc2s1 | -2
Cc1ccc(NC(=O)C2CCCN2S(=O)(=O)c2cccc3nsnc23)cc1Cl (stereo unspecified) | -6
Cc1ccc(S(=O)(=O)NC(=O)Nc2cc(Cl)ccc2Oc2ccccc2)cc1 | 3
COC(=O)COc1ccccc1/C=N\NC(=O)c1cc2ccccc2o1 | 1
COc1ccc(NC(=O)CSc2nnc(-c3ccc(C)cc3)o2)cc1 | 10
COc1cc(CC2=NC(=O)N(CC(=O)Nc3ccc(C)cc3)C2=O)ccc1OCc1ccc(F)cc1 | 3
Nc1c(C=C2C=Nc3ccccc32)c(=O)nc2sc(C(F)(F)F)nn12 | -4
O=C1NN(c2ccc(Cl)cc2)C(=O)/C1=C/c1ccc(Br)cc1 | 53*
Cc1cccc(C(=O)Nc2cc(C)ccc2O)c1 | 0
Cc1cc(=O)n2nc(N3CCC(C(=O)NCc4ccccc4F)CC3)sc2n1 | -2
O=C(CCc1cn[nH]c1)N1CCCC(Nc2ccc3c(c2)OCCO3)C1 (stereo unspecified) | 5
O=C(O)CCC(=O)Nc1sc2c(c1C(=O)Nc1ccc(Cl)cc1)CCCCC2 | -10
COc1ccc(Cl)cc1NC(=O)c1cc(F)c(F)c(F)c1F | -10
O=C(N1CCCCCC1)N1CCN(S(=O)(=O)c2ccc(Cl)cc2)CC1 | -3
CC1(C)CC(=O)C2C(=Nc3ccccc3N(C(=O)C3CC3)C2c2cccs2)C1 (stereo unspecified) | -3
O=C(CCc1ccc(F)c(F)c1)N1CC[C@@H](N2CCC(O)CC2)[C@H](O)C1 | 5
O=C(NC(NNc1ccc(F)cc1)(C(F)(F)F)C(F)(F)F)c1cccnc1 | 2
CCOC(=O)Nc1ccc2c(c1)Nc1ccccc1[S@@]2=O | 1
CCC1CCc2sc(C(=O)N3CCN(c4ncccn4)CC3)cc2C1 (stereo unspecified) | 1
Cc1cc2nc(NS(=O)(=O)c3ccc(Cl)cc3)[nH]c2cc1C | -6
COCCN1CC(C(=O)N(C)Cc2n[nH]c3c2CCCC3)CCC1=O (stereo unspecified) | 1
COc1ccccc1Oc1ncccc1CNC(=O)CSC | 11
CCN(c1cccc(C)c1)C(CNS(=O)(=O)c1ccccc1)c1ccccc1 (stereo unspecified) | 4
CCCCCCCCCOc1ccc(-c2ccc(C(=O)NC(C)C(=O)OCC)cc2)cc1 (stereo unspecified) | -9
COc1ccc(CC(=O)Nc2ccc(Cc3ccc(NC(=O)Cc4ccc(OC)cc4)c(C(=O)O)c3)cc2C(=O)O)cc1 | -7
Cc1ccccc1CNc1ccc(N2CCOCC2)cc1 | -1
O=C(NC1CCCC1)c1ccc(CN2CCCCC2)cc1 | -2

Compound activity deposited in PubChem BioAssay by Icahn School of Medicine at Mount Sinai.
